# Screens from PubChem.
# ARFGAP1 inh = rat ARFGAP1 inhibition | Arfgap1-stimulated ARF1 GTP hydrolysis, GDP FP detection | inhibition, % at 16.5 µM | AID 651572 | actives 0.26% (n = 360,000);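 active means inhibition above a per-plate limit, mean inhibition of low control wells plus 3 SD, cut at about 25% in these data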;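 further: 0% = DMSO wells with enzyme and 100% = wells lacking Arfgap1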
#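 Material: truncated rat Arfgap1 GAP domain; Incubation: compound-enzyme preincubation 20 min, reaction 120 min, detection 60 min, 25 °C; Read-out: percent inhibition of Arfgap1-stimulated GTP hydrolysis; Technique: FP, GDP Alexa 633 tracer displaced from anti-GDP antibody, 620/688 nm; Controls: No-Arfgap1 wells (100%) versus DMSO full-reaction wells (0%); Replication: single well per compound.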
# sPLA2-III inh = Inhibits HGIII-sPLA2 liposome hydrolysis, primary screen; QFRET BODIPY PC-A2 liposome hydrolysis, fluorescence; AID 743126; Q9NZ20; inhibition, % at 12.2 µM; actives 0.56% (n = 370,000);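 active means inhibition above mean plus 3 SD of compounds lying within the high and low control bounds, cut at about 19% in these data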;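 further: 0% = median of test compound wells and 100% = no enzyme DMSO wells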
# DDE Tn6 FP inh = disrupts Tn6 cyclic peptide binding to fibrin D-Dimer-E complex; P02675; Fibrin DD(E) TRITC-Tn6 fluorescence polarization displacement; inhibition, % at 8.3 µM; actives 0.21% (n = 370,000); AID 720509;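 active means inhibition above a per-campaign cutoff: mean of compounds within control limits plus 3 SD, cut at about 15% in these data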;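 further: 0% = median of all compound wells on the plate and 100% = blocking peptide control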
# Target sequence (P02675 whole entry, looked up): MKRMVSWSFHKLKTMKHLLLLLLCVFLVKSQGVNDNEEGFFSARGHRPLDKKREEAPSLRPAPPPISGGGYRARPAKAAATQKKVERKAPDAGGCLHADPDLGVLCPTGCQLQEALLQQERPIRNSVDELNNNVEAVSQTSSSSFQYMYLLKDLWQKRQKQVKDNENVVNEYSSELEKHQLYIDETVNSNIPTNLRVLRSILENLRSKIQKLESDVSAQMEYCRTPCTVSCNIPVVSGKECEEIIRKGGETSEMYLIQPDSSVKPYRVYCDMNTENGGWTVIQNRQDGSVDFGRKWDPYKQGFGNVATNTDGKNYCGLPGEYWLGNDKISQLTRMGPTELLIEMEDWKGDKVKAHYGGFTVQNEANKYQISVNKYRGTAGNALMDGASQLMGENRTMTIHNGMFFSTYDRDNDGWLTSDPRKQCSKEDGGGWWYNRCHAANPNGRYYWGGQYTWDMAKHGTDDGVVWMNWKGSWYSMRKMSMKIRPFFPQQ
# NPR2 activator = GC-B (human) receptor activation; actives 0.11% (n = 370,000); AID 1920062; HEK293-GC-B cells, CNP EC30, cGMP TR-FRET; 0% at EC30 CNP, 100% saturating CNP; activation, % at 10 µM;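 active means activation at 10 µM reaching about 35% in either raw or pattern-adjusted values, limit read from the data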
# GAA850 FXN act = frataxin GAA850 promoter activation. activation, % at 6 µM. actives 0.56% (n = 360,000). AID 540364. HEK293 lucGAA850 FXN promoter luciferase reporter, 24 h; percent of 10 µM SAHA response;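 active means activation above the average of all compounds screened plus 3 SD, cutoff fixed separately per campaign, cut at about 7.5% in these data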;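 further: 0% = DMSO wells and 100% = 10 µM SAHA wells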
# rCAG RNA binder = r(CAG) repeat RNA binding; actives 1.3% (n = 370,000); AID 651821; inhibition, % at 3 µM; TO-PRO-1 dye displacement fluorescence;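 active means inhibition above the plate cutoff, the mean of all test compounds on that plate plus 3 SD, cut at about 35% in these data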;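 further: 0% = DMSO alone and 100% = 100 µM mitoxantrone as full dye displacement; higher means more dye released from RNA so lower well fluorescence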
# ADAM10 inh = inhibitors of human ADAM10; O14672; inhibition, % at 7 µM; actives 0.62% (n = 370,000); recombinant ADAM10, EDANS/DABCYL FRET peptide cleavage, 3 h;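 active means inhibition above a per-campaign cutoff equal to the mean of compounds falling between control-based bounds plus 3 SD, cut at about 20% in these data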;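 further: 0% = DMSO wells while the 100% control is not disclosed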
# Target sequence (O14672 214-748 limits assumed): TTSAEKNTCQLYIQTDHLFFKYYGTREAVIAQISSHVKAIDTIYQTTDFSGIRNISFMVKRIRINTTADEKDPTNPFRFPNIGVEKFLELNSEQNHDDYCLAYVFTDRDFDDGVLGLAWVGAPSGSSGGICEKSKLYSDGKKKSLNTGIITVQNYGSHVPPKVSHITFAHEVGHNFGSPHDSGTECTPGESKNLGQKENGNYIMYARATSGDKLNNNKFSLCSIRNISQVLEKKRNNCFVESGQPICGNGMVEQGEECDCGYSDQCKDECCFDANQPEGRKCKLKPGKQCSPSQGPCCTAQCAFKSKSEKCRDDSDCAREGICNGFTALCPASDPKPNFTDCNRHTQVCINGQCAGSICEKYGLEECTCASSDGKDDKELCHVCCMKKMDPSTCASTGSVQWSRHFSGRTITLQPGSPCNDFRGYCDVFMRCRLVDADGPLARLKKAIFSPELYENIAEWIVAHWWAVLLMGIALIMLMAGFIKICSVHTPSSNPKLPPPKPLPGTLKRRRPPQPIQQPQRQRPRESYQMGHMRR
# ASAP1 inh = blocks human ASAP1-stimulated Arf1 GTP hydrolysis; actives 0.19% (n = 360,000); AID 624377; inhibition, % at 16.5 µM; GDP FP detection; in the data active means inhibition above about 25%;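 further: 0% = vehicle with enzyme and substrate and 100% = no enzyme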
# KLK7 zymogen act = proKLK7 (human) activation, primary screen | activation, % at 7 µM | AID 652039 | actives 0.9% (n = 370,000) | purified proKLK7, EDANS-DABCYL substrate fluorescence; 100% is mature enzyme control, 0% vehicle | P49862;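 active means activation above the mean of all tested compounds plus 3 SD, computed per campaign excluding outliers beyond control limits, cut at about 13% in these data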
# NPR1 activator = GC-A (human) enzyme activation; activation, % at 10 µM; actives 0.14% (n = 370,000); P16066; HEK293 GC-A cells, cGMP TR-FRET, EC30 ANP; 0% at EC30 ANP, 100% saturating ANP; AID 1671463; in the data active means activation above about 40%
# Numbers without * were called inactive; i = inactive; / = not tested or not shown.
SMILES,ARFGAP1 inh,sPLA2-III inh,DDE Tn6 FP inh,NPR2 activator,GAA850 FXN act,rCAG RNA binder,ADAM10 inh,ASAP1 inh,KLK7 zymogen act,NPR1 activator
CC(C)c1ccc(S(=O)(=O)c2cc3cc(Br)ccc3oc2=O)cc1,-9,5,-7,-3,1.4,3,8,-4,0.1,3
COc1ccc(C(=O)NCCSCc2ccc(C)cc2)cc1,4,4,0,-6,-0.6,-3,-9,1,-0.1,0
CC(=O)c1ccc(NS(=O)(=O)c2ccc(C)cc2)cc1,0,-3,6,2,0.8,1,-10,-21,0.4,5
O=C(CN1C(=O)NC2(CCCc3ccccc32)C1=O)c1ccccc1F (configuration not stated),-9,-4,-5,12,1.9,2,-9,1,-0.6,-2
Cc1cc(NS(=O)(=O)c2ccccc2)c(C)c(Cl)c1O,7,-2,0,4,-1.0,2,4,7,0.1,-5
O=c1cc(S(=O)(=O)Cc2ccccc2)[nH]c(=O)[nH]1,-13,-6,9,-1,1.1,2,-1,-6,0.1,1
COCCn1c(SCC(=O)NC2CCCC(C)C2C)nc2ccccc2c1=O (configuration not stated),-2,6,8,0,-1.0,-1,-9,6,0.4,0
COCc1cn(-c2nc3ccccc3s2)nn1,3,3,-6,1,/,2,-8,-9,-0.1,-1
COc1cc2oc3cc(C)oc(=O)c3c2cc1OC,5,3,-4,-4,0.9,2,i,-8,35*,-3
C[C@H](c1ccccc1)n1nnc(COCc2ccccc2)c1C#CCOCc1ccccc1,2,-12,-6,-2,-1.2,1,8,-2,-0.9,-7
O=C(COc1ccc(Cl)cc1Cl)Nc1ccccn1,-12,-3,7,-4,-2.0,-2,-1,4,0.6,9
O=Cc1ccccc1OS(=O)(=O)c1ccccc1,10,5,0,2,1.4,-2,-1,12,0.1,1
COc1ccc(CCNC(=O)c2cc(-c3ccccc3)c(N3CCOCC3)s2)cc1OC,7,-1,-4,8,-7.6,6,-13,4,0.2,5
N#C/C(=C\c1c(N2CCC(C(N)=O)CC2)nc2ccccn2c1=O)S(=O)(=O)c1ccccc1,-9,0,0,4,-0.2,-1,-1,4,5.1,6
O=C(COc1ccc(S(=O)(=O)NCc2ccccc2)cc1)N1CCOCC1,3,21*,-2,-2,2.1,-4,-1,-6,-0.6,0

# Marked active in sPLA2-III inh, of those listed so far:
Molecule	ARFGAP1 inh	sPLA2-III inh	DDE Tn6 FP inh	NPR2 activator	ADAM10 inh	ASAP1 inh	KLK7 zymogen act	NPR1 activator
O=C(COc1ccc(S(=O)(=O)NCc2ccccc2)cc1)N1CCOCC1	3	21*	-2	-2	-1	-6	-0.6	0

# The listing continues:
SMILES,ARFGAP1 inh,sPLA2-III inh,DDE Tn6 FP inh,NPR2 activator,GAA850 FXN act,rCAG RNA binder,ADAM10 inh,ASAP1 inh,KLK7 zymogen act,NPR1 activator
COc1cc(C(=S)N2CCOCC2)ccc1OC(=O)c1cc(OC)c(OC)c(OC)c1,0,4,-5,-9,-0.2,-4,3,-14,0.1,4
CCOc1ccc(C(=O)NC(=S)NC2CCCC2)cc1[N+](=O)[O-],13,-2,-1,-7,2.7,1,10,-1,0.5,3
CC1(c2nc3ccccc3[nH]2)CCCC2=Nc3ccccc3CN21 (configuration not stated),13,4,0,0,/,2,-3,10,0.1,2
COc1cc2cc(C)c(SCC(=O)N3CCN(C(=O)c4ccco4)CC3)nc2cc1OC,19,6,2,7,3.6,0,-12,8,0.1,-8
Clc1cc(CSc2ccccc2)nc(-c2ccccc2)n1,-1,12,-8,-1,3.3,5,-10,11,-1.2,5
COc1ccc(C2(CNC(=O)c3cccs3)CCOCC2)cc1,5,4,-3,-4,0.2,-3,-3,4,0.1,-4
CCc1ccc(-c2c(C)sc(NC(C)=O)c2C(N)=O)cc1,14,8,-3,-3,2.3,-1,-5,-4,0.1,0
Cc1ccc(S(=O)(=O)NC(CC(C)C)C(=O)N2CCC(C)CC2)cc1 (configuration not stated),-11,-6,9,2,-0.4,-11,-3,-2,0.1,-3
CCOc1ccc(CN2CCN(Cc3nc4c(s3)CCCC4)CC2CCO)cc1 (configuration not stated),4,2,-1,5,3.6,-3,-1,-8,-0.7,2
CCCNC(=O)Nc1nccs1,7,1,4,0,-1.8,0,-5,4,0.7,5
COc1ccc(/C=N/NC(=O)c2ccccc2O)cc1Cn1cc([N+](=O)[O-])cn1,-1,-7,-4,1,2.4,4,1,-7,0.1,-2
COc1cccc(NC(=O)C2CCN(S(=O)(=O)c3ccccc3)CC2)c1,3,-11,1,0,1.0,-2,-2,12,-0.8,-1
COc1ccc(CNC(=O)COC(=O)CO/N=C(\C)c2ccc3c(c2)OCO3)cc1,11,-9,2,-4,0.5,-1,0,-2,0.9,0
CC(C)NC(=O)c1ccc(-c2cccc(C(F)(F)F)c2)o1,1,-1,-11,-8,2.4,0,0,-10,-0.7,4
CSc1nc(N2CCN(C)CC2)c2c(c1C#N)CC(C)(C)OC2,-8,-3,5,-2,2.6,-7,-4,-7,0.8,-2
S=C1N(c2ccccc2)C(c2ccccc2)N2CCCN12 (configuration not stated),11,3,-4,-2,-0.2,-4,-4,13,-0.5,-3
N#C/C(=C\c1cccc(O)c1)c1nc2ccccc2o1,3,4,1,-8,4.9,10,-107,-6,0.1,-8
O=C(COC(=O)CNC(=O)c1cccc([N+](=O)[O-])c1)Nc1cccc(S(=O)(=O)N2CCCC2)c1,-8,2,2,-6,4.6,6,5,-12,0.3,0
CCOC(=O)Cc1csc(NC(=O)C2C3C=CC(C3)C2C(=O)O)n1 (configuration not stated),-4,2,0,0,0.0,0,3,11,0.0,5
Cc1ccc(-c2nnc(SCC(=O)N3CCCc4ccccc43)n2N)cc1,4,1,0,0,-0.7,-1,15,-6,0.4,-2
COc1cccc(-c2nc(C(N)=O)c3[nH]c(=O)n(-c4ccccc4)c3n2)c1OC,0,-1,3,4,2.0,5,-4,-9,0.0,-1
COC(=O)c1ccc(NS(=O)(=O)c2cc3c4c(c2)CCC(=O)N4CCC3)cc1,7,-13,-4,1,-1.5,8,7,-5,-0.3,-1
CN(CCc1ccccc1)C(=O)CC1C(=O)NCCN1Cc1ccccn1 (configuration not stated),3,-7,-2,6,-0.7,2,-39,17,0.8,-1
CCOc1ccc(C(=O)c2cnc3ccccc3c2N2CCN(CC)CC2)cc1,2,1,5,2,1.8,4,1,-6,0.1,2
O=C(COC(=O)c1ccc2c(c1)OCO2)NCc1ccc2c(c1)OCO2,21,-6,-1,5,1.1,-1,-4,-10,0.0,1
C=CCNC(=O)c1ccccc1CCc1ccccc1,24,-1,-6,-4,-1.0,-5,0,0,-0.5,-2
CCOc1ccc(CCNC(=O)CCC(=O)Nc2ccc3nc(N4CCN(C)CC4)cc(C)c3c2)cc1OCC,-1,-5,-5,2,1.6,0,-75,-8,-3.4,7
COc1ccc(CCn2c(C)cc(C(=O)CN3C(=O)C(=O)N(C4CCCC4)C3=O)c2C)cc1OC,-8,-9,-8,1,0.5,4,2,-4,-0.1,-1
N#Cc1ccc(CN2CCN(C(=O)CNS(=O)(=O)c3ccc4c(c3)OCCCO4)CC2)cc1,0,-1,0,-5,1.5,0,-1,1,0.7,-1
CC(C)c1ccc(O)c(N)c1,-7,-23,-3,-1,-2.3,8,7,2,-0.1,-4
C1=CC2CC1CC2CN1CCN(Cc2ccccc2)CC1 (configuration not stated),-5,6,-5,3,-0.3,-1,-1,16,0.4,1
NC(=O)c1c(NC(NC(=O)c2ccco2)(C(F)(F)F)C(F)(F)F)sc2c1CCCC2,6,-4,-2,1,0.6,11,-6,-2,0.4,1
O=C(CSc1ncc(-c2ccccc2)[nH]1)Nc1ccccc1F,7,-5,0,-3,4.5,-2,4,-6,-0.8,0
O=C(N/N=C/c1cc(Br)c(O)c(Br)c1)C1CC1,-5,6,1,-1,-0.5,3,-47,5,-0.3,-2
CC(C)CCNC(=O)C1CCCN(C(=O)c2ccc3c(c2)NC(=O)CS3)C1 (configuration not stated),/,6,0,-1,/,1,1,/,-0.2,-4
Cc1cc(=O)[nH]c(SCC(=O)NC(C)C2CC3CCC2C3)c1C#N (configuration not stated),-5,-3,-9,-1,1.3,8,6,-2,-0.6,1
CCOc1cc(/C=C(/NC(C)=O)C(=O)O)cc(Cl)c1OCc1cccc(Br)c1,-3,-14,0,5,-0.5,44*,4,1,-0.1,5
CCc1nnc(NC(=O)C2CC(=O)N(c3ccc(C)cc3)C2)s1 (configuration not stated),7,5,1,0,1.6,4,-9,0,-0.1,4
COc1ccccc1C(=O)Nc1ccc2c(c1)nc1n2CCN(C2CCCCC2)C1,-7,9,-1,-1,0.9,9,-191,9,-5.1,6
CN(C)S(=O)(=O)N1CCN(CC(=O)Nc2cc(Cl)ccc2Cl)CC1,4,-12,-3,1,-3.8,-6,3,-4,0.1,1
Cc1nc2sc(C(=O)OC(C)C)c(N)c2c(C)c1C,5,0,-3,-2,4.5,-2,-106,8,-0.3,0
CCN(CC)S(=O)(=O)c1cccc(C(=O)NC(Cc2c[nH]c3ccccc23)c2nnc3n2CCC3)c1 (configuration not stated),4,-73,2,4,0.2,-4,8,-11,0.0,1
O=C(C1CC1)N1CCc2[nH]c3ccccc3c2C1,-2,-2,-7,-4,0.2,2,-32,13,4.8,1
CCn1cc(C(=O)NCC2CCCO2)c(=O)c2cc(F)c(N3CCN(C)CC3)cc21 (configuration not stated),3,8,0,4,-0.3,-8,-112,-6,2.8,2
O=C(NCC1(c2ccccc2)CCCC1)c1ccccc1,-5,-1,-2,-7,0.8,-2,2,-4,0.1,-10

# Look-ups from the list.
# In ARFGAP1 inh, COc1ccccc1C(=O)Nc1ccc2c(c1)nc1n2CCN(C2CCCCC2)C1 shows -7
# In sPLA2-III inh, CC(C)CCNC(=O)C1CCCN(C(=O)c2ccc3c(c2)NC(=O)CS3)C1 (configuration not stated) shows 6

# Remaining list, next part:
SMILES,ARFGAP1 inh,sPLA2-III inh,DDE Tn6 FP inh,NPR2 activator,GAA850 FXN act,rCAG RNA binder,ADAM10 inh,ASAP1 inh,KLK7 zymogen act,NPR1 activator
COc1ccc(-n2nc(C(=O)NCc3ccco3)c3ccccc3c2=O)cc1,21,-3,-3,0,-2.7,-6,-5,7,0.1,3
CCN(CC)CCNC(=O)c1ccc(NC(=O)c2cn(-c3ccc(F)cc3)nc2-c2cccc(OC)c2)cc1,9,-19,-9,1,-1.3,7,9,12,-0.4,-2
CCOC(=O)c1cc(-c2ccccc2)nn1CC1CC(c2cccnc2)=NO1 (configuration not stated),-2,3,5,4,1.3,-8,-3,-7,0.1,-2
COc1ccc(N2Cc3ccc(OC)c(OC)c3C2=O)cc1,-1,-4,2,-7,8.5*,-2,-3,5,0.5,3
COc1cc(/C=C/c2nc3ccccc3c(=O)[nH]2)cc(Cl)c1O,5,-5,-1,-9,0.1,-1,-2,-1,-0.5,-4
CC(=O)N(c1ccccc1)c1c(F)c(F)c(F)c(F)c1F,-4,1,-2,6,0.0,-3,5,-2,0.0,-3
COC(=O)N1C[C@H](OCCCOCc2ccccc2)[C@H]2C[C@@H]1c1ccccc1O2,-5,-4,-3,9,/,-1,-2,2,0.2,-3
Cc1ccc2nc(N3CCN(C(=O)c4ccc(F)cc4)CC3)c(C#N)cc2c1,5,-7,5,-3,2.1,6,-193,4,-11,-3
Cc1nnc(SCC(=O)N/N=C/c2cn(-c3ccccc3)nc2-c2ccccc2)n1-c1ccccc1,5,-7,-8,0,-1.4,2,7,10,0.2,0
